# PLK1 PBD inh = blocks phosphopeptide binding to human PLK1 polo-box domain; AID 720504; Plk1 PBD binding of FITC phosphopeptide, fluorescence polarization; Potency, µM, for the others: max response, negative = inhibition, actives largely listed as inhibitors; P53350; 360,000 compounds, 2.8% hits; note: potency is the fitted concentration of half-maximal effect; series mostly up to about 57 µM; % is set by controls: 0 for no effect and ±100 for the full control effect; nearly all actives have a fitted effect of over 65% in size
# aSyn rescue = alpha-synuclein toxicity inhibition in yeast | Yeast expressing alpha-synuclein, growth rescue, BacTiter-Glo, 24 h | Potency, µM (top dose mostly 46.1 µM), inactives show top-dose growth rescue (activation), actives largely listed as activators | 370,000 compounds, 0.14% hits; note: potency is the fitted concentration of half-maximal effect; % of control where 0% means no effect; nearly all actives have a fitted effect of over 65% in size
#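 Galactose-induced alpha-syn yeast (OD600=0.02, raffinose-pregrown) + pinned cpd, 24 hr, 30 deg C; growth by BacTiter-Glo luminescence. Growth restoration scores as activation.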
# FUS suppressor = rescues growth of FUS-expressing yeast; S. cerevisiae FUS-expressing, growth rescue, OD600, 24 h; AID 1347120; Potency, µM (titrated, usually from 76.6 µM), without a hit: top-dose growth rescue (activation), actives largely listed as activators; 390,000 compounds, 0.24% hits;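 note: potency is the fitted concentration of half-maximal effect; plate controls were DMSO vehicle for no effect and reference control for full effect; nearly all actives have a fitted effect of over 55% in size; some results filed as inactive show a strong effect at the top dose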
#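 Absorbance at 600 nm, taken 24hr after compound addition, measured rescue of FUS-yeast growth at 30C. Induction used 2% galactose with seeding at OD 0.005. Controls: CP55940 from 92uM final, DMSO only.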
# PI5P4Ka inh = blocks human PI5P4K alpha kinase activity. PI5P4Kalpha enzyme, ADP-Glo luminescence, 60 min; hits give low values. max response, %. 330,000 compounds, 1.2% hits. AID 652105; active = max response of -50% or lower; inconclusive = between -30% and -50%; inactive = -30% or higher; note: value at the top dose of about 77 µM; % is set by controls: 0 for no effect and ±100 for the full control effect
#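 Quantitative HTS of the MLSMR library against PI5P4Kalpha with substrate. ATP added last at 5 microM final; room temperature, 60 minutes. Remaining ATP depleted, ADP converted and read as luminescence.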
# WRN inhibitor = blocks human WRN helicase | Q14191 | WRN helicase unwinding, fluorescent forked duplex, kinetic | Potency, µM (highest dose often 114 µM), without a hit: at the top dose activity change, negative = inhibition, actives largely listed as inhibitors | 360,000 compounds, 0.46% hits; note: potency is the fitted concentration of half-maximal effect; % is set by controls: 0 for no effect and ±100 for the full control effect; nearly all actives have a fitted effect of over 55% in size
#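 Kinetic red-fluorescence monitoring (525/598 nm) tracks WRN helicase activity after 100 nM fluorophore-quencher forked duplex and 2 mM ATP are added to 20 nM enzyme pretreated 15 min at room temperature with compound.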
# Abeta rescue = restores growth of yeast expressing A-beta42 peptide; AID 1347071; Potency, µM (series often up to 46.1 µM), inactives show at the highest dose growth rescue, most hits filed as activators; yeast expressing A-beta42, growth rescue, OD600, 48 h; response scale: 0% DMSO, 100% iron-clioquinol control; 410,000 compounds, 0.063% hits; note: potency is the fitted concentration of half-maximal effect; nearly all actives have a fitted effect of over 55% in size
#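 Growth rescue measured by 600 nm absorbance after 48 h yeast culture at 30 C with compound. Values normalized between DMSO and an equimolar ferric chloride plus clioquinol control.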
# IL-2 act = activators of IL-2 | 360,000 compounds, 0.065% hits | IL-2 activation reporter assay, cell-based qHTS; stimulated with anti-CD3/CD4/CD28 beads; in transgenic mouse T cells | activation, % (series mostly up to about 46 µM); in the data active = activation above about 50%; inconclusive = mostly about 30% to 49%; note: 0% is about no effect
#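 Unstimulated transgenic mouse T cells preincubated 60 min with compound, then stimulated with anti-CD3/anti-CD4-coated beads plus anti-CD28 for 18 h at 37 degrees C. IL-2 response read as EGFP and DsRed fluorescence by plate cytometry.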
# EPAC1 antagonist = antagonists of human EPAC1. Potency, µM (series often up to 115 µM), for inactives: at the highest dose activity change, negative = inhibition, hits mostly inhibitors. O95398. AID 720709. 360,000 compounds, 0.14% hits. EPAC1 GEF assay, Rap1b-BODIPY-GDP exchange fluorescence;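 note: potency is the fitted concentration of half-maximal effect; plate controls were vehicle for no effect and positive control for full effect; nearly all actives have a fitted effect of over 50% in size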
# Target sequence (O95398 whole entry, looked up): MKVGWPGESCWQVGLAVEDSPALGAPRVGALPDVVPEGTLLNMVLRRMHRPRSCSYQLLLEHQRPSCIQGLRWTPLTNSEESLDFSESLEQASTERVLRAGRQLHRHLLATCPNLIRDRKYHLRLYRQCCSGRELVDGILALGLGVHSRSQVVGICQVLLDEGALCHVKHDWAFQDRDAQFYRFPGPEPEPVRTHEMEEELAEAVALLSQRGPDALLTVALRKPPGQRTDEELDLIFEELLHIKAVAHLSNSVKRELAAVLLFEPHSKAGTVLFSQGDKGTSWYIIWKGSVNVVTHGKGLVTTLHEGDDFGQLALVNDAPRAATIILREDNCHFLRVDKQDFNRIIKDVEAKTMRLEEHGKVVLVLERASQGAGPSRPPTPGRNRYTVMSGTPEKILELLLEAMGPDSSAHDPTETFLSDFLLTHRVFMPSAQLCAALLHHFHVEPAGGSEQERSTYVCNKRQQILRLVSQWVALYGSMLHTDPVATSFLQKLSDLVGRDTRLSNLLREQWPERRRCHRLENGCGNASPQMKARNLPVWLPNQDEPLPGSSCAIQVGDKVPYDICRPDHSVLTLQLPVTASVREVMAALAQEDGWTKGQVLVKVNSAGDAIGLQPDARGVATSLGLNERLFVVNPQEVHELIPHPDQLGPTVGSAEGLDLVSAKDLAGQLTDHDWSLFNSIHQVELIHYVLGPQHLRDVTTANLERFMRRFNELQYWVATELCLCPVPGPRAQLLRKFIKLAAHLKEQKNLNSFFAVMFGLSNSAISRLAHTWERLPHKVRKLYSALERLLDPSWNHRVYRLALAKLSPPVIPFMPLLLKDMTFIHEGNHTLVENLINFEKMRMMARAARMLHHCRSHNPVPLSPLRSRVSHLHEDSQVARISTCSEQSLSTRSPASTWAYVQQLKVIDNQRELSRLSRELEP
# EPAC1 ag = activates human EPAC1 exchange factor | O95398 | EPAC1 agonist qHTS, biochemical assay; response scale: 100% = response to 6.5 mM cAMP | Potency, µM (highest dose often 154 µM), inactives show top-dose activation, actives largely listed as activators | 360,000 compounds, 0.073% hits | AID 720707; note: potency is the fitted concentration of half-maximal effect; nearly all actives have a fitted effect of over 60% in size
#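 Read-out is the fluorescence drop as BODIPY-GDP leaves Rap1B (480 nm excitation, 540 nm emission), recorded every 5 minutes over 30 minutes. Reactions held 100 nM EPAC1, 250 nM Rap1B–BODIPY-GDP and 50 uM GDP, with 6.5 mM cAMP setting full activation.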
# An asterisk follows results filed as active; ? = inconclusive; / = not tested or not shown; [ ] = dose if it differs, or a comment. Unless noted, calls come from the whole dose curve; as a rule, active = well fitted curve in the direction sought with a large enough effect; inconclusive = small, poorly fitted or top-dose-only effect, or another doubt; inactive = no such curve, though single readings can be large; an effect the other way counts as inactive or inconclusive.
# Order of results – EPAC1 ag, WRN inhibitor, IL-2 act, Abeta rescue, EPAC1 antagonist, PLK1 PBD inh, FUS suppressor, aSyn rescue, PI5P4Ka inh
O=C1/C(=C/c2ccccn2)SC(=S)N1CCc1ccccc1
    5%, 5%, 0.7, -8%, 11%, -16%, 7%, -14%, 6
O=C(O)c1cc(/C=C/C(=O)c2cc(F)ccc2O)c2c(c1)COCO2
    -14%, -25%[11.6 µM], 0.8, 6%, 7%, ?, 4%, 1%, -30
CCC(C)NC(=O)c1cc(-c2ccc(OC)cc2)on1 (stereo not drawn)
    0%, -3%, -0.9, -7%, 12%, -9%, 10%, -35%, /
NC(=O)c1c(NC(=O)c2cccnc2)sc2c1CCCC2
    1%, -12%, -0.4, -11%, 13%, -11%, 3%, -4%, 0
O=C(CCS(=O)(=O)c1ccc(Br)cc1)NCCc1ccccc1
    4%, ?, -2.0, 2%, -5%, 30µM*, -1%, 3%, -4
CCC(=O)NC(=S)Nc1ccccc1C(=O)OC
    1%, -10%, 0.1, 9%, 10%, -12%, 0%, 2%, 3
Cc1ccc(NC(=O)Nc2cc(S(C)(=O)=O)ccc2Cl)cc1
    5%, -7%, 4.8, 6%, -10%, 2%, -2%, ?, -3
Cn1cnnc1Sc1nc([N+](=O)[O-])nn1C
    4%, 1%, 0.4, -12%, 4%, -3%, -24%, 1%, 0
CSCCC(NC(=O)c1ccccc1Cl)C(=O)N(C)Cc1cccs1 (stereo not drawn)
    10%, -15%, -2.2, 7%, 0%, 3%, /, 2%, 6
CCOc1ccc(Nc2ncnc3ccc([N+](=O)[O-])cc23)cc1
    7%, -12%, -2.8, 8%, 7%, -1%, -7%, 7%, ?
CNC(=O)NC(=O)COC(=O)c1ccccc1OCc1ccccc1
    8%, 0%, 2.8, 8%, 0%, -9%, 14%, 13%, 6
CC1(c2nnnn2-c2ccc3c(c2)OCCO3)CCC(=O)N1CCc1ccccc1F (stereo not drawn)
    5%, 3%, 0.1, 3%, 7%, -4%, -3%, ?, -1
O=C1c2ccccc2NC(c2cn[nH]c2-c2ccccc2)N1O (stereo not drawn)
    2%, -11%, 0.2, 24%, 9%, -15%, /, -4%, 5
O=C(NCC1CCCO1)c1ccc2c(c1)OCO2 (stereo not drawn)
    6%, -8%[57.1 µM], -1.8, 10%, 1%, 3%, -1%, -7%, /
COc1cc(OC)c(OC)cc1CN(C)CC1CCCN(CCc2ccccc2F)C1 (stereo not drawn)
    8%, -2%, 3.0, -11%, -14%, -21%, -5%, -6%, 1
O=C(NCCN1CCOCC1)c1ccc(Cl)c(S(=O)(=O)NCc2ccccc2)c1
    -3%, -9%, -0.6, -14%, -11%, -9%, -13%, -1%, 0
COc1cc2ccccc2cc1C(=O)N1CCCC1
    17%, -3%, -2.2, -3%, 1%, -3%, 1%, 3%, 1
COc1ccc(CNC(=O)c2csc(Cc3ccccc3)n2)cc1
    25%, -27%, -4.8, 7%[9.22 µM], -12%, -2%, -18%, -1%, 2
Cn1c(=O)n(C)c2cc([N+](=O)[O-])c(N3CCN(CCO)CC3)cc21
    -3%, -2%, 0.3, -22%, -1%, -14%, 4%, 0%, -2
CCCC(=O)Nc1cc(C)c(NC(=O)c2ccncc2)cn1
    -2%, 4%, 0.0, 15%, -6%, -5%, 15%, 0%, -6
CC(C)CCNC(=O)CN(Cc1ccc(F)cc1)C(=O)CCC(=O)Nc1ccccn1
    -8%, 1%, -0.9, -15%, 5%, -7%, 35%, -3%, 3
O=C(Cc1cc(=O)[nH]c(=O)[nH]1)NCCN1CCOCC1
    -7%, -9%, 1.8, 6%, -3%, -15%, -11%, -10%, 2
Cc1nnc(NC(=O)CC(C)c2ccccc2)s1 (stereo not drawn)
    -1%, 4%, -0.2, 4%, 14%, 2%, 22%, 0%, -9
CCCOc1ccc(CSc2nnc(CCC)n2N)cc1
    7%, -32%, 0.0, -2%, 1%, -11%, -6%, -1%, -6
COC(=O)c1ccc(CNC(=O)Cn2nnnc2CN(C)C(C)C)cc1
    5%, 4%, -2.2, -4%, -15%, -5%, -16%, -2%, -2
Cc1cc(C)nc(NC(=O)C(C)C)n1
    -5%, 0%, 0.2, -1%, -2%, 0%, -22%, 5%, 8
Clc1ccccc1-c1ncc(-c2ccccc2)o1
    2%, 0%, -0.1, -17%, -14%, -5%, -11%, -11%, 21
COC(=O)[C@@]12CCCCN1[C@H](c1ccc(-c3ccc4c(c3)OCO4)cc1)[C@H]1C(=O)N(C)C(=O)[C@H]12
    -13%, 0%, 0.0, 8%, -6%, -1%, 2%, 0%, 3
O=C(Nc1ccc(F)cc1F)C1CCCN1S(=O)(=O)c1ccc(-c2ccc(=O)[nH]n2)s1 (stereo not drawn)
    4%, -6%, -3.5, -11%, -22%, -17%, 26%, -8%, -13
COCCNC(=O)CCc1c(C)nc2c(c(C)nn2-c2ccc(C)c(C)c2)c1C
    -6%, 0%, 0.5, -3%, -16%, -2%, -3%, 6%, -2

# Ordered by value in EPAC1 ag (ascending): three of the compounds above
canonical_smiles	EPAC1 ag
O=C(Cc1cc(=O)[nH]c(=O)[nH]1)NCCN1CCOCC1	-7%
COCCNC(=O)CCc1c(C)nc2c(c(C)nn2-c2ccc(C)c(C)c2)c1C	-6%
COc1ccc(CNC(=O)c2csc(Cc3ccccc3)n2)cc1	25%

# Next compounds:
# Order of results – EPAC1 ag, WRN inhibitor, IL-2 act, Abeta rescue, EPAC1 antagonist, PLK1 PBD inh, FUS suppressor, aSyn rescue, PI5P4Ka inh
COc1ccc(CNC(=O)CCn2c(=O)oc3ccccc32)c(OC)c1
    17%, 0%, 0.3, /, 2%, -1%, -15%, 9%, 2
CCSc1ncc(Cl)c(C(=O)Nc2ccc(S(=O)(=O)Nc3onc(C)c3C)cc2)n1
    0%, -25%, 0.0, 6%, -10%, -18%, /, 0%, 2
CC1(C(=O)O)CCCN(C(=O)c2cccnc2Oc2ccccc2)C1 (stereo not drawn)
    -9%, 8%[57.1 µM], -0.5, -11%, 4%, 3%, -9%, -7%, 0
CN(C)C(=O)CCC(=O)N1CCCCC1C(=O)Nc1ccc(Oc2ccccc2F)cc1 (stereo not drawn)
    -1%, 7%, -0.6, 3%, -24%, -15%, 19%, -2%, 5
CCOc1ccc(C(=O)NCCC(=O)NCCCC(=O)O)cc1
    6%, -3%, -2.3, -9%, 2%, -5%, 29%, -7%, /
Cc1cc(C)n(-c2ccccc2[N+](=O)[O-])n1
    -7%, -3%, 2.2, 1%, -8%, -15%, 4%, -9%, 1
Cc1ccccc1N(CC(=O)N/N=C/c1cc(Br)c(C)o1)S(C)(=O)=O
    2%, -25%, -1.1, 6%, 3%, -2%, /, -11%, 3
COc1ccc(C2SCCN2C(=S)Nc2cccc(C(F)(F)F)c2)cc1 (stereo not drawn)
    4%, 15%, -1.4, 0%, 11%, -10%, /, 1%, 6
O=C(NC(=S)Nc1cccc(C(F)(F)F)c1)c1csnn1
    -9%, -15%, -2.4, 18%, -2%, 1%, -9%, 7%, -12
N#C/C(=C\C=C\c1ccccc1)C(=O)Nc1ccccc1
    1%, -21%, -3.7, 1%, 3%, -12%, /, -1%, 1
CC(C)c1cccc(C(C)C)c1NC(=O)CN1C(=O)NC2(CCCCCCC2)C1=O
    -6%, 12%, -0.3, -9%, 3%, 0%, -7%, -4%, 1
COc1ccc(Br)cc1/C=C/C(=O)NC(=S)Nc1ccc(Cl)c(C(=O)O)c1
    8%, -5%[11.6 µM], -0.6, -2%, -11%, -17%, -31%, 2%, -10
C=CCNc1nc(Cl)nc(Nc2ccccc2)n1
    -2%, 3%, -0.8, 10%, 15%, 4%, -11%, -2%, -5
CC(=O)n1nc(-c2ccc(C)cc2)nc1NCc1ccco1
    -7%, -8%, 0.3, -3%, 7%, -1%, -8%, 9%, -2
CCc1nc2ccc(C(=O)N3CCN(C)CC3)cn2c1N(C)CCC(C)C
    -17%, -2%[57.1 µM], -0.9, 7%, 9%, -4%, -19%, -5%, -1
CCOC(=O)C1(Cc2ccccc2C)CCCN(S(=O)(=O)CC)C1 (stereo not drawn)
    4%, 3%, 1.1, 15%, 4%, -10%, 14%, 10%, 6
O=C1CCCN1CC(O)CS(=O)(=O)Cc1ccc(Cl)cc1 (stereo not drawn)
    14%, -4%, 1.1, 10%, 2%, 8%, -25%, 2%, -3
COc1ccc(CNC(=O)C(NC(C)=O)C(=O)Nc2ccc(OC)cc2)cc1 (stereo not drawn)
    4%, -14%, 0.0, 24%, -8%, -9%, -10%, 2%, -7
Cc1ccc(NC(=O)CSc2cn[nH]n2)cc1
    9%, 22%, 1.4, -2%, 20%, -4%, 17%, -1%, 6
COc1ccc(CCN(C)CC(=O)Nc2ccc(F)c(Cl)c2)cc1OC
    3%, 2%, 0.0, 4%, -10%, -2%, -2%, -3%, 18
O=C(Nc1nc(-c2ccco2)c(-c2ccco2)s1)C1CCC1
    18%, ?, 5.4, 15%, 9%, -23%, 37%, -30%[inhibitor], ?
O=C(COc1ccccc1F)NCc1nc2ccccc2[nH]1
    3%, -2%, -0.7, -2%, -25%, 3%, 14%, 7%, 5
CCN(NC(=O)C(O)(c1ccccc1)c1ccccc1)C(=O)c1ccccc1
    3%, -5%, -0.5, 0%, -21%, -1%, -4%, 0%, 5
CCOC(=O)N1N=C(c2ccccc2)CC1(O)C(C)(F)F (stereo not drawn)
    -7%, 14%, -3.9, 5%, 17%, 1%, 10%, -2%, 1
Cc1ccc(CN(C)C(=O)C2CCC(=O)N(C3CCCCCC3)C2)cc1 (stereo not drawn)
    -6%, 6%, -0.4, 12%, 0%, -3%, 5%, 1%, -7
CSc1cc(-c2ccccc2)n(Cc2ccccc2Cl)c(=O)c1C#N
    7%, 2%, 0.7, 3%, 1%, 1%, -23%, 0%, 1
COc1ccc(NC(=O)CSc2nnc3ccc(-c4ccccn4)nn23)c(OC)c1
    3%, 7%, -0.6, 3%, -3%, -4%, -12%, 0%, -1
COc1cccc(C2CC(c3ccccc3OC)n3ncnc3N2)c1 (stereo not drawn)
    -12%, -3%, -2.1, 16%, 0%, -4%, -7%, -11%, 9
